AT treatment: candidate therapy for ataxia-telangiectasia | […] A-T fibroblasts, KAP-1 phosphorylation AlphaLISA; neocarzinostatin DNA damage 30 min before lysis | AID 485349 | Potency, µM (top dose mostly 57.5 µM), without a hit: top-dose activation, actives largely listed as activators | hit rate 0.19% among 320,000; note: potency is the fitted concentration of half-maximal effect; % of control where 0% means no effect; nearly all actives have a fitted effect of over 45% in size
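ATM-like activity read as KAP-1 phosphorylation via AlphaLISA donor/acceptor antibody pairs after lysis and 6 hr at 25C. Cells were ATM-null patient fibroblasts ([…], hTERT), dosed 60 min, then exposed to the DSB inducer NCS for 30 min.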
USP2a inh: blocks human ubiquitin-specific protease USP2a; hit rate 0.01% among 330,000; O75604; AID 463254; Potency, µM (series often up to 38.3 µM), without a hit: top-dose activity change, negative = inhibition, actives largely listed as inhibitors; USP2 core, Ub-CHOP2 coupled fluorogenic reporter, 485/531;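 note: potency is the fitted concentration of half-maximal effect; plate controls were DMSO wells for no effect and full inhibition by NEM control for full effect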
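USP2 core (10nM final) preincubated 30min RT with compound in 20mM Tris-HCl pH 8.0, 2mM CaCl2, 2mM beta-mercaptoethanol, 0.05% CHAPS; 25nM Ub-CHOP2 plus 25nM reporter substrate added, fluorescence (Ex485/Em531) read after 60min.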
ELG1 repair inh: inhibitors of ELG1-dependent DNA repair in HEK293T cells; HEK293T ELG1-luciferase reporter, luminescence, 16 h; DNA damage induced by 5-fluorouridine; Potency, µM (doses to about 46.1 µM), inactives show at the highest dose activity change, negative = inhibition, hits mostly inhibitors; hit rate 2.3% among 330,000; note: potency is the fitted concentration of half-maximal effect; % is set by controls: 0 for no effect and ±100 for the full control effect; nearly all actives have a fitted effect of over 55% in size
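Cells (2,000 per well) received 5-fluorouridine plus test compound or DMSO and were incubated 16 hr at 37 °C, 5% CO2. Luciferase activity was read by luminescence 30 min after ONE-Glo addition; signal suppression marked inhibition of damage-induced ELG1 function.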
TSHR antagonist: blocks TSH signaling through the human TSH receptor; activity change, negative = inhibition, % at 11.5 µM; hit rate 0.2% among 330,000; TSHR-expressing cells, TSH-stimulated cAMP HTRF, 2 h; hits give low values; AID 504810; P16473;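 active = activity change below a set negative limit, meaning inhibition stronger than a set level, cut at about -70% in these data; inconclusive = activity change between two set negative limits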; note: % is set by controls: 0 for no effect and ±100 for the full control effect
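TSHR-expressing cells were treated with compounds, then stimulated with TSH at EC80 (4nM final) for 2 hours at 37 deg C. Cellular cAMP was measured by HTRF competition between lysate cAMP and cAMP-d2 for a cryptate-labelled anti-cAMP antibody.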
KCNH2 3.1 block: KCNH2 3.1 (human) potassium channel inhibition; hit rate 0.95% among 340,000; activity change, % (tested at about 1.8 µM); AID 720553; U2OS KCNH2 3.1, thallium flux FluxOr; hits give low values;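 active = maximum activity change below -70%; inconclusive = maximum activity change from -70% to -50%; inactive = maximum activity change above -50%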;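 note: thallium influx rate constant from kinetic fluorescence after stimulation buffer; % is set by controls: 0 for no effect and ±100 for the full control effect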
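Virally transduced U2OS (3.1 isoform, 4 h infection in dark at RT) → overnight 37 C → FluxOr + Red40 in HBSS/HEPES, 45 min → stimulation buffer, 2 min kinetic read → rate constant vs DMSO controls.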
Eya2 phos inh: inhibitors of human Eya2 phosphatase activity; Potency, µM (top dose mostly 76.9 µM), inactives show at the top dose activity, negative = inhibition, usual class: inhibitors; hit rate 0.006% among 330,000; recombinant Eya2, OMFP fluorescence dephosphorylation (OMFP is methylfluorescein phosphate); O00167; note: potency is the fitted concentration of half-maximal effect; % is set by controls: 0 for no effect and ±100 for the full control effect
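Eya2 protein (added as 0.2 uM solution) was preincubated with compound for 10 min at ambient temperature in 50 mM HEPES pH 7.5, 50 mM NaCl, 5 uM MgCl2, 0.05% BSA, 1 mM DTT. OMFP (added at 50 uM) then reacted 10 min; fluorescence read at 485/525 nm.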
Mito fusion act: blocks mitochondrial division or promotes mitochondrial fusion | S. cerevisiae fusion-defective mutant growth rescue, CellTiterGlo 48 h | Potency, µM (top dose mostly 46.1 µM), for inactives: at the top dose growth rescue (activation), usual class: activators | hit rate 0.23% among 320,000;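 note: potency is the fitted concentration of half-maximal effect; % of control where 0% means no effect; nearly all actives have a fitted effect of over 45% in size; temperature-sensitive fusion mutants such as fzo1-1 at 37 °C on non-fermentable ethanol glycerol medium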
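Temperature-sensitive fusion-defective S. cerevisiae (e.g. fzo1-1, mgm1-5) were grown with compound in YPEG medium (3% ethanol, 3% glycerol) for 48 hours at 37C. Growth rescue was measured as viability by CellTiterGlo luminescence after 10 minutes at ambient.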
hERG WT inh: blocks the wildtype human KCNH2 potassium channel; Q12809; U2OS, BacMam KCNH2, thallium flux FluxOr; hits give low values; activity change, % at 1.84 µM; hit rate 0.37% among 340,000;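 active = maximum activity change below -70%; inconclusive = maximum activity change between -70% and -50%; inactive = maximum activity change above -50%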; note: % is set by controls: 0 for no effect and ±100 for the full control effect
Target sequence (Q12809 whole entry, looked up): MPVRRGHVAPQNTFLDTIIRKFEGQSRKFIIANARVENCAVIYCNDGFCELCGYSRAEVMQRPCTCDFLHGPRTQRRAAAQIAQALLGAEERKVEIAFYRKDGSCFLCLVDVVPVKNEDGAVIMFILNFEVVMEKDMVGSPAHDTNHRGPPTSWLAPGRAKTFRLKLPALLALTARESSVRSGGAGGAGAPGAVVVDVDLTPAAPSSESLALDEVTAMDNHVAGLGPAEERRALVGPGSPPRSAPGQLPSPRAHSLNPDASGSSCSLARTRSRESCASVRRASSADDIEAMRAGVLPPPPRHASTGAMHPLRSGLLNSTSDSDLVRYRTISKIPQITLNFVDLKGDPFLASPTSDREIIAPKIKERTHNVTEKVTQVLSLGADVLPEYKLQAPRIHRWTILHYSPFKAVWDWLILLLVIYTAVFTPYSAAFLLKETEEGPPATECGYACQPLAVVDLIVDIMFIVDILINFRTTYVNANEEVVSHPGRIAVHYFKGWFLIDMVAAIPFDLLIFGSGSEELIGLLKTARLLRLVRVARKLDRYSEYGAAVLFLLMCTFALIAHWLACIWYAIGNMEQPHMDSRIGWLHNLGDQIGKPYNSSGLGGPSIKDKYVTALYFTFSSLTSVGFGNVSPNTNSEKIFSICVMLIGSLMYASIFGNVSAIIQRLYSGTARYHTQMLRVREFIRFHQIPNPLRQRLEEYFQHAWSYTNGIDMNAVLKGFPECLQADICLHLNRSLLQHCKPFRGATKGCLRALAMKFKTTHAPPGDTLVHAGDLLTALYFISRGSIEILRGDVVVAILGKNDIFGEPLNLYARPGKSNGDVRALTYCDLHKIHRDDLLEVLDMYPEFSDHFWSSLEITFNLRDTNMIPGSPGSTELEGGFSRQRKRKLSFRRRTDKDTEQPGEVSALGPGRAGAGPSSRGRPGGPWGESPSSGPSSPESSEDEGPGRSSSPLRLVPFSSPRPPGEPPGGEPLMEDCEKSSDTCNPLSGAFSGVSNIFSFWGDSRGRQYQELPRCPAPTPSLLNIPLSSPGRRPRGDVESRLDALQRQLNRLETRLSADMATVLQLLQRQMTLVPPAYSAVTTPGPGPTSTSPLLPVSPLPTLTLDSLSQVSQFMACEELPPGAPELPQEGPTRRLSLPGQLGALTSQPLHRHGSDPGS
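U2OS cells transduced with wild-type KCNH2 virus are loaded with FluxOr dye for 45 min, and thallium flux is measured in kinetic reads before and after stimulation buffer. Rate constants are normalized to DMSO controls.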
TCR activator: activates T cell receptor signaling; AID 504894; Potency, µM (series often up to 9.22 µM), for the others: at the top dose activation of IL-2 secretion, most hits filed as activators; 330,000 tested, under 10 active; primary human leukocytes, anti-CD3, IL-2 HTRF, 48 h; note: % of control where 0% means no effect
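Primary human leukocytes were stimulated with a-CD3 beads plus compounds for 48 hr without co-stimulation; secreted IL-2 was quantified by HTRF using a-IL-2-K (europium cryptate) and a-IL-2-d2, excited at 320nm with acceptor emission read at 665nm.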
TRPV1 agonist: activates the human vanilloid receptor TRPV1; Q8NER1; TRPV1-expressing cells, Fluo-8 calcium influx, agonist mode; activation, % at 8.33 µM; hit rate 0.19% among 320,000; in the data active = activation above about 80%; inconclusive = between about 30% and that limit; note: 0% is about no effect
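TRPV1-expressing cells were cultured overnight at 35.5C and loaded with Fluo-8 calcium dye for 40 to 90 min at room temperature. After a 10 s baseline, compound was added and calcium influx was read kinetically for 3 min (ex 480/em 520 nm).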
Numbers without * were called inactive; u = inconclusive; x = not tested or not shown; [ ] = remark or other dose. Unless noted, calls come from the whole dose curve; as a rule, active = well fitted curve in the direction sought with a large enough effect; inconclusive = small, poorly fitted or top-dose-only effect, or another doubt; inactive = no such curve, though single readings can be large; an effect the other way counts as inactive or inconclusive. This is a subset, so the mix of outcomes need not match the whole.

SMILES	AT treatment	USP2a inh	ELG1 repair inh	TSHR antagonist	KCNH2 3.1 block	Eya2 phos inh	Mito fusion act	hERG WT inh	TCR activator	TRPV1 agonist
Cc1cccc(NC(=O)c2oc(=O)c3ccccc3c2-c2ccccc2)c1C	6%	-10%	-4%	15	-17	2%	-3%	0	-3%[46.1 µM]	u
Cc1ccc(C)c(Cn2c(=O)n(CCCC(=O)NCc3ccco3)c(=O)c3ccccc32)c1	-15%	7%	-6%	0	-3	-5%	-2%	-5	0%	3
COc1ccc(C(=O)Nc2nncs2)c(OC)c1	3%	1%	u	-10	-5	1%	4%	-3	4%[46.1 µM]	-4
N#Cc1ccc(C(=O)Nc2cc(C3CC3)nn2-c2ccccc2)cc1	17%	1%	1%	5	8	1%	14%	-2	-3%	3
CCCN(C1CCS(=O)(=O)C1)S(=O)(=O)c1ccc2ccccc2c1 (centres undefined)	8%	-4%	-1%	-7	9	-1%	0%	4	-8%	-4
CCSc1nc(N)c(NC(=O)c2ccc(Br)o2)c(=O)[nH]1	3%	5%	7%	-7	x	-5%	3%	26	3%	1
Nc1nnc(SCC(=O)Nc2nnc(-c3ccccc3)o2)s1	-4%	1%	-5%	-4	8	-11%	2%	1	2%	0
COc1ccc(CCn2c(=N)c(C(=O)NCCN3CCOCC3)cc3c(=O)n4ccccc4nc32)cc1OC	-3%	1%	-2%	3	0	2%	0%	4	-7%	-2
COc1ccccc1Nc1ncnc2c1c(C)c(C)n2CCCN(C)C	-1%	1%	-5%	7	1	6%	-5%	-3	6%	-3
COc1cc(NC(=O)c2ccccc2)cc(OC)c1	3%	-2%	u	25	12	24%	-3%	-2	-4%	0
Cc1nc(NC(C)c2ccccc2)c2c3c(sc2n1)CCC3 (centres undefined)	9%	0%	u	-29	-8	11%	7%	-5	-24%	u
CN1CCN(c2cc(C(F)(F)F)nc3ccc(F)cc23)CC1	4%	2%	-8%	0	12	8%	-3%	-9	9%	-3
CCOc1cc(OCC)nc(S(C)(=O)=O)n1	-3%	1%	-1%	-1	8	9%	-26%	3	1%[46.1 µM]	-5
Cc1ccc(S(=O)(=O)Nc2ccc(S(=O)(=O)NC(C)(C)C)cc2)cc1	x	2%	-10%	8	-9	-4%	1%	0	-8%	-10
O=C(c1ccccc1Br)N1CCN(c2ccccn2)CC1	43%	5%	-20%	-17	-1	-6%	-8%	-4	-3%	3
CCCc1cnc(N2CCN(C(=O)c3c(-c4ccccc4)noc3C)CC2)nc1	-3%	3%	u	-2	-3	1%	-5%	-1	-6%	x
Cc1ccccc1CN1CCN(CC(=O)NCc2ccccc2)C1=O	-5%	1%	0%	13	7	3%	-7%	-11	-4%	2
COc1ccc(NC(=O)c2ccc(COCC(F)(F)C(F)F)cc2)cc1OC	7%	3%	6%	-1	8	7%	0%	-1	-3%[46.1 µM]	-4
Cn1cc(Br)c(C(=O)N/N=C/c2cccc(OC3CSC3)c2)n1	2%	3%	u	4	0	-8%	u	1	-1%[46.1 µM]	9
O=c1c2c(nc3cc(-c4cccc(Cl)c4)[nH]n13)CCC2	-3%	-2%	u	-6	-11	23%	0%	-5	-1%	4
CC(=O)c1ccc(OCc2cc(C(=O)N(C)CCOc3ccc(C)cc3)no2)cc1	21%	2%	u	8	7	-9%	-2%	-5	5%	1
O=C(OCn1nnc2ccccc2c1=O)C1COc2ccccc2O1 (centres undefined)	-12%	1%	-13%	4	-3	-35%	-3%	-9	-2%	-3
Cc1cccc(C(=O)Oc2csc(=S)n2C(=O)c2cccc(C)c2)c1	x	5%	18%	-15	8	-14%	12%	-3	-3%[46.1 µM]	-2
Cc1cccc(C)c1N=Cc1c(O)n(-c2nccs2)c(=O)c2ccccc12	-2%	2%	u	-3	2	-4%	u	11	1%[46.1 µM]	4
CC(C)(C)NC(=O)C(c1ccncc1)N(Cc1cccs1)C(=O)c1csnn1 (centres undefined)	-18%	-15%	-6%	-1	-2	12%	1%	0	3%	0
CCN(CC)c1ccc(NC(=O)COC(=O)COc2ccccc2[N+](=O)[O-])cc1	-8%	2%	11%	12	-39	3%	-7%	-7	2%[46.1 µM]	6
CN1C[C@@H]2C(c3ccccc3)C3(c4cccnc4)CC2(C3)[C@H]1c1ccccc1 (some centres undefined)	-29%	0%	6%	17	-29	5%	-24%	9	3%	u
CC(CS(=O)(=O)c1cccc2cccnc12)N1CCCCC1 (centres undefined)	-9%	5%	11%	-7	-2	3%	0%	3	3%	-3
CCC(C)(C)NCC(=O)Nc1ccc(OC(F)(F)F)cc1	-1%	-1%	16%	1	-1	-2%	-3%	-4	9%	28
CC1(C)CN(c2ccc(F)cc2)C1=O	0%	0%	5%	-6	1	-5%	0%	1	4%	1

Ordered by heavy-atom count (low to high): 3 of the compounds above
SMILES	AT treatment	USP2a inh	ELG1 repair inh	TSHR antagonist	KCNH2 3.1 block	Eya2 phos inh	Mito fusion act	hERG WT inh	TCR activator	TRPV1 agonist
COc1ccc(C(=O)Nc2nncs2)c(OC)c1	3%	1%	u	-10	-5	1%	4%	-3	4%[46.1 µM]	-4
COc1cc(NC(=O)c2ccccc2)cc(OC)c1	3%	-2%	u	25	12	24%	-3%	-2	-4%	0
COc1ccccc1Nc1ncnc2c1c(C)c(C)n2CCCN(C)C	-1%	1%	-5%	7	1	6%	-5%	-3	6%	-3

Next entries:
SMILES	AT treatment	USP2a inh	ELG1 repair inh	TSHR antagonist	KCNH2 3.1 block	Eya2 phos inh	Mito fusion act	hERG WT inh	TCR activator	TRPV1 agonist
Cc1cc(-c2nc3ccccc3[nH]2)ccc1N	2%	-1%	u	-8	-14	6%	-3%	-7	7%	4
COc1ccc(NC(=O)CN(C)C(=O)CCCSc2nc3ccccc3[nH]2)cc1	0%	0%	11%	-2	-12	14%	-5%	-4	-4%	-6
Cc1ccc(S(=O)(=O)N2CCN(C(=O)c3ccc(OCc4c(C)noc4C)cc3)CC2)cc1	x	3%	u	-10	-9	0%	-3%	8	2%	-4
O=C(CCl)N1c2ccccc2OCC1c1ccccc1 (centres undefined)	3%	6%	-2%	-6	11	-10%	-1%	-8	3%[46.1 µM]	-3
O=C(CSc1nccc(=O)[nH]1)NC1CCCc2ccccc21 (centres undefined)	-2%	2%	u	2	10	-2%	1%	-6	0%	-6
COc1cccc(N2CCN(CC(=O)c3c[nH]c4ccc(OC)cc34)CC2C)c1 (centres undefined)	x	-1%	u	-4	-18	0%	6%	-2	-2%	-6
CN(C)CCCCNCCCNC(=O)/C=N\O	1%	-1%	3%	1	17	3%	-3%	1	-1%	-5
Cc1ccc(NC(=O)C(OC(=O)c2ccccc2Cl)c2ccccc2)cc1Cl (centres undefined)	6%	-1%	u	-5	0	4%	18%	-15	0%[46.1 µM]	20
CCN(CC(=O)Nc1c(F)cccc1F)C(=O)CNC(=O)c1sc2ccccc2c1Cl	2%	0%	0%	14	0	8%	1%	8	-100%	0
CCOc1ccc(S(=O)(=O)N2Cc3ccccc3CC2C(=O)NCCCn2ccnc2)cc1 (centres undefined)	-4%	-1%	u	1	-3	13%	4%	3	-13%	2
COc1ccc(CCN2CCCn3c2nc2c3c(=O)n(Cc3ccccc3F)c(=O)n2C)cc1OC	16%	2%	u	0	-3	-6%	7%	1	2%	6
O=[N+]([O-])c1cc(Cl)cc(/C=N/Nc2nc3ccccc3s2)c1O	-4%	-1%	3%	-38	-13	4%	10%	4	2%	0
Cc1nc2sc(C(c3ccccc3)N3CC(C)OC(C)C3)c(O)n2n1 (centres undefined)	1%	2%	8%	-3	x	4%	0%	4	-1%	0
CCN1CCN(CCCNC(=O)c2ccc(NC(=O)C3=C(C)OCCS3)cc2)CC1	4%	-8%	18%	-14	9	8%	0%	-4	0%	0
O=C(NCCc1c[nH]c2ccccc12)[C@@H]1C[C@H]1[C@@H](NP(=O)(c1ccccc1)c1ccccc1)c1ccccc1	9%	-14%	-4%	-9	x	-9%	-2%	x	x	-9
Cn1cccc1Cc1nnc(SCC(=O)NCc2ccc(F)cc2)n1-c1ccc(F)cc1	-4%	1%	-12%	8	1	21%	-3%	0	2%	2
CS(=O)(=O)N1CCC(C(=O)N2CCN(Cc3ccccc3)CC2)CC1	-1%	3%	19%	5	12	8%	-3%	x	10%	0
CCOc1ccc(C2/C(=C(/O)c3ccc4c(c3)CC(C)O4)C(=O)C(=O)N2CC2CCCO2)cc1 (centres undefined)	5%	0%	1%	-11	-9	4%	0%	-11	-2%	-2
COc1ccc(F)cc1S(=O)(=O)NCC1CCCO1 (centres undefined)	1%	1%	3%	-7	-1	0%	0%	-12	-4%	0
CCOc1ccc(N2C(=O)Nc3ccccc3C2(O)C(=O)NCc2ccccc2)cc1 (centres undefined)	-1%	-3%	-1%	17	-12	-27%	3%	-8	-9%	-6
COc1cc(/C=N/N=C2/NC(=O)C(CC(=O)O)S2)ccc1OCc1cccc(Cl)c1 (centres undefined)	5%	1%	18%	-10	-1	7%	-4%	-13	4%	-1

Screens (PubChem BioAssay)
